Nrf2 ARE act: qHTS of Nrf2 Activators | AREc32 ARE-luciferase reporter (MCF7-derived line), luminescence, 24 h | Potency, µM (doses to about 46.1 µM), for inactives: at the top dose activation, most hits filed as activators | hit rate 0.31% among 410,000 | AID 624171, 2012; also: potency is read from the fitted curve at half-maximal effect; % of control where 0% means no effect; nearly all actives have a fitted effect of over 65% in size
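Each well held 1000 AREc32 cells, which were incubated with compound for 24 hr at 37 deg C after overnight attachment, and ARE reporter activity was quantified by firefly luciferase luminescence.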
TGFb inhibitor: qHTS for Inhibitors of TGF-b | HepG2 CAGA-GFP TGF-b/SMAD3 reporter, GFP fluorescence, 18 h; TGF-beta stimulated, 500 pg/mL final | Potency, µM (top dose mostly 46.1 µM), for inactives: at the highest dose activity, negative = inhibition, actives largely listed as inhibitors | hit rate 1.2% among 410,000 | AID 588855, 2011; also: potency is read from the fitted curve at half-maximal effect; % is scaled to controls: 0 for no effect and ±100 for the full control effect; nearly all actives have a fitted effect of over 65% in size
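HEPG2 CAGA-GFP reporter cells (1000/well, DMEM with 1% FBS) received compounds, then recombinant TGF-beta at 500 pg/mL final for 18 hours at 37 degrees C. Per-cell GFP summed per well was normalised to unstimulated and stimulated DMSO controls before curve fitting.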
A549 viability: Nrf2 qHTS screen for inhibitors: counterscreen for cytotoxicity; A549 ARE-Fluc cells, CellTiter-Fluor viability, 18-24 h; Potency, µM (series often up to 46 µM), inactives show at the top dose activity change, negative = cytotoxicity, hits mostly inhibitors; hit rate 0.16% among 390,000; AID 504648, 2011; also: potency is read from the fitted curve at half-maximal effect; % is scaled to controls: 0 for no effect and ±100 for the full control effect
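A549 ARE_Fluc cells in 5% FBS OPTI-MEM were exposed to compounds in concentration-response for 18-24 h at 37 deg C. Viability was read by CellTiter-Fluor fluorescence (Ex 405/Em 525) after 30 min, before the luciferase read.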
EPAC2 agonist: qHTS for Agonist of cAMP-regulated guanine nucleotide exchange factor 4 (EPAC2): primary screen; hit rate 0.079% among 360,000; EPAC2 activation, biochemical qHTS; response scale: 100% = 6.5 mM cAMP response; Rap guanine nucleotide exchange factor 4 (Homo sapiens), Q8WZA2; Potency, µM (top dose mostly 154 µM), inactives show at the highest dose activation, actives largely listed as activators; also: potency is read from the fitted curve at half-maximal effect; nearly all actives have a fitted effect of over 50% in size
Target sequence (Q8WZA2 whole entry, looked up): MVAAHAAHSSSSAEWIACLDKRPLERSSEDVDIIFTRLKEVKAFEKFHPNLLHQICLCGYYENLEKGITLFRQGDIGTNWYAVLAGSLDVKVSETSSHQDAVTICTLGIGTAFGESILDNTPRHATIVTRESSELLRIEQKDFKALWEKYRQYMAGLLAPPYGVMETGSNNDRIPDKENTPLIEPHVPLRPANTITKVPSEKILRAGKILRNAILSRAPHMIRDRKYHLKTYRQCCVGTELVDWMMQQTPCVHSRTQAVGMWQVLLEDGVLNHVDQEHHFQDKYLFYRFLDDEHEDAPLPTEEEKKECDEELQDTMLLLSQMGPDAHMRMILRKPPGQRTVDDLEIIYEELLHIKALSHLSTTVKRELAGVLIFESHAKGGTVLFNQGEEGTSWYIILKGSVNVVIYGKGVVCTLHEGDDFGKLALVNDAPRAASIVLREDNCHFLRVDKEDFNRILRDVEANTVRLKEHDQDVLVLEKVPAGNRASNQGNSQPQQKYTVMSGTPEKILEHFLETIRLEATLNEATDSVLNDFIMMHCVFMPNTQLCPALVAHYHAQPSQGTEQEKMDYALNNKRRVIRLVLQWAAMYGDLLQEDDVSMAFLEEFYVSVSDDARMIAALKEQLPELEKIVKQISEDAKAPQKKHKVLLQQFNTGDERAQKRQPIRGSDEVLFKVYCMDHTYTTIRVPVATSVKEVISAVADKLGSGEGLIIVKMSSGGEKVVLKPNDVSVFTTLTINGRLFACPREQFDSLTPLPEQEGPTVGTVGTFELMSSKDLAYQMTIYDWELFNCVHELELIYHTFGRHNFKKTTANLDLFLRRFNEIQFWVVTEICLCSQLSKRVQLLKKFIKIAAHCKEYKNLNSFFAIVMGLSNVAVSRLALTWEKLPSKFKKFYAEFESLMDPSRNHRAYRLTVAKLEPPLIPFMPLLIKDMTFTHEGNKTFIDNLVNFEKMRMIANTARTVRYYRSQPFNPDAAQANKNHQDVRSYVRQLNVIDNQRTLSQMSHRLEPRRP
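Compounds were added across a concentration range to EPAC2 (100 nM), RAP1B-BODIPY-GDP (250 nM) and GDP (50 uM). After 5 min at room temperature, fluorescence was recorded at 5-min intervals for 30 min.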
CCT chaperon mod: High-Throughput Screening for Modulators of Cytosolic Chaperonin Activity; activity change, % (test concentration not listed), hits read low; hit rate 0.3% among 360,000; AID 651819, 2012; purified chaperonin ATPase assay, HTRF ADP detection, 30 min; in the data active = activity change below about -30%; also: % is scaled to controls: 0 for no effect and ±100 for the full control effect
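TRiC at 40 or 20 nM final (batch-dependent) in 30 mM Tris pH 7.4, 100 mM KCl, 5 mM MgCl2, 1 mM DTT, with compound at single 76 uM and 10 uM ATP, 30 min at 37 deg C. ADP detected by HTRF Transcreener, 665/615 ratio.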
Mm-Cpn inhibitor: Inhibitors of TCP-1 ring complex (TRiC) of Methanococcus maripaludis (MmCpn): qHTS; Chaperonin Mm-Cpn (Methanococcus maripaludis); purified Mm-Cpn ATPase, ADP Transcreener TR-FRET; Potency, µM (doses to about 76.9 µM), for inactives: at the highest dose activity, negative = inhibition, usual class: inhibitors; hit rate 0.031% among 330,000; AID 504842, 2011; also: potency is read from the fitted curve at half-maximal effect; % is scaled to controls: 0 for no effect and ±100 for the full control effect; nearly all actives have a fitted effect of over 80% in size
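ATPase turnover read by TR-FRET ADP competition (Eu cryptate antibody/ADP-d2, 665/590 nm): 10uM ATP final, 25nM Mm-CPN final, 30 min 37degC after 10-min compound preincubation, pH 7.4 Tris/KCl/MgCl2/DTT buffer.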
Nrf2 block: Nrf2 qHTS screen for inhibitors. A549 ARE-Fluc reporter, luciferase luminescence, 18-24 h. hit rate 2.1% among 360,000. Potency, µM (series often up to 46 µM), inactives show at the top dose activity change, negative = inhibition, most hits filed as inhibitors; also: potency is read from the fitted curve at half-maximal effect; % is scaled to controls: 0 for no effect and ±100 for the full control effect; nearly all actives have a fitted effect of over 60% in size
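A549 ARE_Fluc cells (5000/well, 5% FBS OPTI-MEM) pre-incubated 2 h, then treated with compounds 18-24 h at 37C/5% CO2 in concentration-response. CellTiter-Fluor viability read first; BugLite luciferase luminescence after 15 min at room temperature gives Nrf2 activity.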
pAkt inh: HTS Assay for Inhibitors of Akt Phophorylation: Primary Screen | Neuro2A IGF-stimulated pAkt S473 HTRF, 20 min; hits give low values | activity change, % for hits at 50 µM | hit rate 0.32% among 360,000; in the data active = activity change below about -80%; inconclusive = mostly about -51% to -80%; also: % is scaled to controls: 0 for no effect and ±100 for the full control effect
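Single-point screen (50 µM final compound) in Neuro2A cells stimulated 20 min with 6 nM IGF at 37 deg C. After lysis, Ser473-phosphorylated Akt read by HTRF (ex 330 nm, em 615/665 nm) as the 665/615 ratio.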
EPAC2 antag: qHTS for Antagonist of cAMP-regulated guanine nucleotide exchange factor 2 (EPAC2): primary screen; Rap guanine nucleotide exchange factor 4 (Homo sapiens), Q8WZA2; EPAC2 GEF exchange of Rap1B-BODIPY-GDP, fluorescence; Potency, µM (titrated, usually from 114 µM), for inactives: at the highest dose activity, negative = inhibition, actives largely listed as inhibitors; hit rate 0.18% among 360,000; AID 720708, 2013; also: potency is read from the fitted curve at half-maximal effect; % is scaled to controls: 0 for no effect and ±100 for the full control effect; nearly all actives have a fitted effect of over 45% in size; many of its hits are not listed in these tables
* marks the source's active call; other numbers are inactive results; i = inactive; ? = inconclusive; / = not tested or not shown; [ ] = remark or other dose. Unless noted, calls follow the shape of the dose curve; as a rule, active = well fitted curve in the direction sought with a large enough effect; inconclusive = small, poorly fitted or top-dose-only effect, or another doubt; inactive = no such curve, though single readings can be large; an effect the other way counts as inactive or inconclusive.

SMILES	Nrf2 ARE act	TGFb inhibitor	A549 viability	EPAC2 agonist	CCT chaperon mod	Mm-Cpn inhibitor	Nrf2 block	pAkt inh	EPAC2 antag
CC(=O)NCCCc1c[nH]c2ccc(Cl)cc12	-0.6%	23%	1%	3%	-0.1	3%	-5%	i	-3%
O=S(=O)(Nc1ccc2oc(-c3ccccc3)nc2c1)c1ccccc1	3.2%	-24%	-2%	29%	-1.4	-1%	?	i	-16%
O=S(=O)(NC1CCCC1)c1ccc(S(=O)(=O)NC2CCCC2)cc1	-0.5%	-19%	-3%	-4%	0.2	0%	-6%	i	6%
CCOc1ccc(S(=O)(=O)Nc2ccc(C(=O)N3CC(C)OC(C)C3)cc2)cc1 (stereo not given)	-0.5%	?	0%	-1%	0.1	0%	-15%	i	-1%
CCNC(=O)C1(C)CCN(Cc2ccc(C(=O)OCC)o2)C1 (stereo not given)	-0.7%	-9%	/	-5%	1.1	/	/	i	0%
CCCCSCCCNC(=O)C1CCN(Cc2nc(-c3ccc(CC)cc3)oc2C)CC1	0.4%	?	3%	/	/	/	11%	/	/
CCCCn1c(Cc2ccccc2)nnc1SCC(=O)Nc1cc(C)on1	-0.3%	6%	-1%	-5%	-3.1	3%	1%	i	0%
S=C(Nc1ccc2cn[nH]c2c1)Nc1ccc(Cl)cc1Cl	0.5%	-9%	0%	3%	1.3	-1%	-15%	i	5%
Cc1cc(C)cc(NC(=S)NC2CC3CCCC(C2)N3C2CCCC2)c1 (stereo not given)	-1.2%	-24%	-6%	8%	-0.5	?	0%	i	4%
Cc1ccc(SCC(=O)NNC(=O)C2CCCCC2)cc1	-0.2%	?	-4%	-3%	-2.5	2%	10%	i	4%
O=C(c1ccc(-c2ccccc2)cc1)N1CCN(c2ccccn2)CC1	-0.7%	?	0%	18%	0.2	2%	0%	i	3%
CC(=O)c1cccc(NC(=O)NC(C)c2ccc3c(c2)OCO3)c1 (stereo not given)	0.5%	-2%	-4%	4%	-2.0	0%	-2%	i	3%
COc1ccc(NC(C)C(=O)Nc2ccc(C#N)cc2)cc1Cl (stereo not given)	0.2%	?	-19%	3%	-0.9	2%	?	i	-1%[57.1 µM]
Cc1cc(-c2nnc(SCC(=O)Nc3nc(-c4ccccc4)cs3)o2)no1	-0.2%	11%	2%	1%	-1.5	-3%	?	i	0%
Cc1nc(-c2coc3cc(OCC(=O)O)ccc3c2=O)cs1	-2.8%	-12%	-9%	11%	-0.9	1%	?	i	-6%
CCCCCNC(=O)C(=O)C1C(=O)Nc2ccccc21 (stereo not given)	3.2%	-1%	9%	-5%	2.0	-1%	1%	i	-3%
OCC1(CCc2ccccc2)CCN(Cc2ccc3nsnc3c2)CC1	0.3%	-3%	6%	5%	-4.8	-27%	-9%	i	-8%
CSc1nsc(SCC(=O)Nc2ccc(F)cc2)n1	7.1%	-4%	8%	18%	-3.7	-2%	7%	i	-12%
COc1ccc(S(=O)(=O)Nc2ccccc2C(=O)N2CCOCC2)cc1Cl	0.2%	-3%	-1%	3%	-2.4	-3%	1%	i	21%
O=C1COc2ccc(C(=O)c3ccccc3C(=O)NCc3ccco3)cc2N1	3.3%	5%	0%	14%	-2.3	1%	-22%	i	-2%
O=C(NCCC(=O)N1CCN(c2ccc(F)cc2)CC1)c1ccco1	0.2%	-2%	-2%	3%	-1.8	-2%	-11%	i	-1%
CNC(=O)NC(=O)COC(=O)c1n[nH]c2ccccc12	2.9%	9%	1%	8%	-2.6	1%	10%	i	1%
CC(=O)OC1=CN(Cc2ccccc2)S(=O)(=O)c2ccccc21	-0.3%	?	3%	/	/	/	7%	/	/
COc1ccc(NC(=O)COC(=O)CCCc2c[nH]c3ccccc23)cc1OC	0.1%	2%	-4%	5%	-0.9	-5%	0%	i	-3%
COc1ccc(Cl)cc1Cn1c(C)c(C(=O)NCc2ccc(C#N)cc2)sc1=O	0.4%	-11%	/	-2%	0.3	/	/	i	-21%
Cc1oc2ccc(O)c(CN(C)Cc3ccccc3)c2c1C(=O)Nc1cccc(Cl)c1C	5.4%	-29%	-9%	/	/	/	4%	/	/
O=C(Nc1ccc(NC(=O)c2cc3ccccc3o2)cc1)c1ccccc1	4.6%	-1%	0%	/	/	/	2%	/	/
COc1ccc(NC(=O)CN(C)C(=O)c2ccc(S(=O)(=O)Nc3ccccc3C)cc2)cc1	-0.3%	-7%	-12%	-5%	-0.6	1%	-10%	i	9%
Cc1ccc(C(=O)CSc2nc(C(C)C)nc3ccccc23)cc1	-0.5%	-4%	6%	4%	0.2	-7%	2%	i	-10%
CCOc1ccc(-c2ccc(C=O)o2)c([N+](=O)[O-])c1	0.4%	1%	-4%	-5%	-2.9	0%	12%	i	-4%
COc1ccc2ccccc2c1C1NC(=O)c2ccccc2N1 (stereo not given)	0.3%	?	?	3%	-3.1	/	4%	i	-15%
CCN(Cc1ccccc1)C(=O)CCc1nc(-c2ccc(C)cc2)no1	-0.7%	17%	4%	17%	0.0	0%	/	i	-15%
O=S(=O)(Nc1cc(Cl)ccc1-n1cncn1)c1ccc(F)cc1	-0.4%	-11%	-3%	5%	-5.0	-1%	?	i	-12%
CC(=O)C1=C(O)C(=O)N(Cc2cccnc2)C1c1ccccc1Cl (stereo not given)	-0.1%	-19%	2%	?	1.7	0%	?	/	0%
N#Cc1ccc(Oc2ncccn2)cc1	0.3%	-14%	2%	-3%	-0.8	/	1%	i	-6%
CC1=NOC(=O)/C1=C\c1ccc(-c2ccc(Br)cc2)o1	-0.3%	?	-2%	-4%	1.4	-6%	?	i	?
O=C(CSc1nc2cc(C(=O)O)ccc2c(=O)n1-c1ccc(F)cc1)Nc1ccc(F)c(F)c1F	0.3%	-5%	14%	2%	1.5	0%	4%	i	-4%
COCCn1c(Br)nc2c1c(=O)n(C)c(=O)n2C	0.2%	-6%	2%	7%	-42*	-7%	-8%	i	-3%
CC(OC(=O)Cc1ccc(F)cc1)C(=O)NCc1ccc2c(c1)OCO2 (stereo not given)	-0.2%	?	-8%	13%	-0.5	1%	15%	i	12%
CCCCc1cc(=O)oc2c(C)c(OCC(=O)NCc3ccccn3)ccc12	0.2%	-8%	2%	-5%	-2.5	1%	-3%	/	5%

Brought forward from above: two compounds, followed by the next part.
SMILES	Nrf2 ARE act	TGFb inhibitor	A549 viability	EPAC2 agonist	CCT chaperon mod	Mm-Cpn inhibitor	Nrf2 block	pAkt inh	EPAC2 antag
CC(OC(=O)Cc1ccc(F)cc1)C(=O)NCc1ccc2c(c1)OCO2 (stereo not given)	-0.2%	?	-8%	13%	-0.5	1%	15%	i	12%
CCCCc1cc(=O)oc2c(C)c(OCC(=O)NCc3ccccn3)ccc12	0.2%	-8%	2%	-5%	-2.5	1%	-3%	/	5%
CN(CC(=O)Nc1ccc(F)c(F)c1F)C(=O)c1nn(Cc2ccccc2)c(=O)c2ccccc12	0.5%	9%	-4%	13%	0.9	0%	-1%	i	-7%
Cc1noc(C)c1S(=O)(=O)N1CCC(C(=O)NCCc2ccc(S(N)(=O)=O)cc2)CC1	1.3%	-25%	1%	5%	1.8	-8%	10%	/	-1%
Cc1n[nH]c(C)c1CN(C)C(=O)c1cc(COc2ccc(F)c(F)c2)on1	-0.1%	?	-4%	-8%	-1.2	0%	-19%	i	1%
Cc1ccc(C)n1-n1cnc2scc(-c3cccs3)c2c1=O	-0.4%	1%	-22%	15%	-3.7	-1%	-18%	i	2%
Cc1cc(C2=CC(=O)C[C@H](c3ccc(F)cc3)C2)ccc1F	3.2%	?	/	10%	1.9	/	/	i	-17%
CC1CN(c2ccc(Oc3ccccc3)cc2)c2nc3c(c(=O)[nH]c(=O)n3C)n2C1 (stereo not given)	-0.1%	0%	-2%	13%	-3.7	2%	-5%	i	9%
COc1ccc(CC(=O)NNC(=O)CSc2ccc(C)cc2)cc1	-0.7%	6%	13%	6%	-0.5	1%	10%	i	6%
CC1CCN(C(=O)Cn2nc(C(F)(F)F)c3c2CCCC3)CC1	-0.8%	20%	1%	3%	0.2	-2%	3%	i	18%
CCOC(=O)CNC(=O)CSc1ccc2nnc(-c3ccc(F)cc3)n2n1	-0.7%	-6%	8%	1%	-4.4	2%	1%	i	3%
CC(=O)NNC(=O)CSc1nnc(-c2ccccc2)c(-c2ccccc2)n1	-0.9%	10%	0%	-5%	1.2	1%	5%	i	3%
CCSc1nnc(NC(=O)CCc2ccccc2)s1	-0.2%	7%	0%	6%	0.1	-12%	-14%	i	9%
COc1ccc(C)c2sc(N3CCCC3)nc12	-0.3%	13%	2%	4%	1.3	1%	-7%	i	-2%
CCCS(=O)(=O)Nc1cc(C(F)(F)F)ccc1OCCOC	0.3%	0%	-4%	-6%	0.3	-1%	-9%	/	-1%
COc1cc(CCC(=O)OCC(=O)Nc2ccccc2C(C)C)cc(OC)c1OC	0.7%	18%	-1%	-2%	1.9	1%	12%	i	2%
CN(c1ccccc1)c1nc(N)c(C#N)c(CC#N)c1C#N	-0.3%	-1%	0%	7%	-1.1	-2%	2%	i	-2%

Screening results (PubChem)

This is a subset; the hit share may differ from the screen's.
